# Furin inhibitor = blocks human furin protease activity | P09958 | purified furin, fluorogenic substrate cleavage | inhibition, % at 30 µM | actives 0.061% (n = 220,000); in the data active means inhibition above about 25%; further: inactives centre near -15
# m-calpain inh = blocks pig calpain II enzyme activity; purified calpain II, fluorogenic peptide substrate, 30 min; actives 0.37% (n = 220,000); AID 1236; inhibition, % at 16 µM;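 active means inhibition above about 50%, limit read from the data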
# TRPML3 agonist = activates the human TRPML3 channel; Q8TDD5; HEK293 TRPML3-YFP, Fluo-8 calcium fluorescence; 100% = the carbachol control signal; activation, % at 3 µM; actives 0.29% (n = 220,000);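 active means activation above its plate's cutoff, the mean activation of the plate's test wells plus 3 SD, cut at about 12% in these data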;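 further: 0% = DMSO only wells and 100% = carbachol wells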
#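 Test system – HEK293 line with stable expression of human TRPML3-YFP channel · Control set – carbachol 87 µM final as high control (100%), DMSO as low control (0%) · Signal – Fluo-8 calcium dye fluorescence, ex 470-495, em 515-575 nm · Incubation – 1-h 37 °C dye load, 5-s basal, 120-s post-compound reads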
# Thrombin inh = blocks human thrombin protease activity. alpha-thrombin, Boc-VPR-AMC fluorogenic substrate cleavage. P00734. inhibition, % at 5 µM. actives 0.26% (n = 220,000);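 active means inhibition at or above 40%; inactive means inhibition below 40%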;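 further: 0% = enzyme with no compound and 100% = wells without enzyme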
#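 Material: human alpha-thrombin enzyme / Medium: pH 7.5 Tris (50 mM) with NaCl 150 mM, Tween 20 0.05% / Compound: single-point dosing at 5 µM, 0.2% DMSO / Incubation: enzyme reaction carried out at room temperature / Detection: AMC fluorescence, 355/460 nm / Read-out basis: percent inhibition scaled between no-compound controls and no-enzyme blanks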
# PPC-1+TRAIL kill = compounds killing PPC-1 cancer cells with TRAIL present (potentiator screen, no TRAIL-free arm); cell killing (% activity), % at 4 µM; actives 0.41% (n = 220,000); AID 1443; PPC-1 cells + TRAIL, ATPLite viability luminescence;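 active means cell killing above 50% in the first pass at 4 µM, then a duplicate retest at 5 µM averaging 50% or more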;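 further: plate controls were cells with TRAIL plus DMSO for no effect and medium-only wells lacking cells for full effect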
# KCC2 mod = modulates chloride dependent transport by human KCC2. Q9H2X9. KCC2 cells, thallium flux FluoZin-2 fluorescence. B-score of Tl+ flux slope (higher = more flux/activation; lower = inhibition) at 10 µM. actives 2.2% (n = 190,000);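 active means thallium flux slope and its plate-corrected score both differing from the plate sample mean at a set confidence after two filtering rounds, in either direction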;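 further: slope of fluorescence scaled to starting intensity during 10 to 20 s after thallium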
# Target sequence (Q9H2X9 whole entry, looked up): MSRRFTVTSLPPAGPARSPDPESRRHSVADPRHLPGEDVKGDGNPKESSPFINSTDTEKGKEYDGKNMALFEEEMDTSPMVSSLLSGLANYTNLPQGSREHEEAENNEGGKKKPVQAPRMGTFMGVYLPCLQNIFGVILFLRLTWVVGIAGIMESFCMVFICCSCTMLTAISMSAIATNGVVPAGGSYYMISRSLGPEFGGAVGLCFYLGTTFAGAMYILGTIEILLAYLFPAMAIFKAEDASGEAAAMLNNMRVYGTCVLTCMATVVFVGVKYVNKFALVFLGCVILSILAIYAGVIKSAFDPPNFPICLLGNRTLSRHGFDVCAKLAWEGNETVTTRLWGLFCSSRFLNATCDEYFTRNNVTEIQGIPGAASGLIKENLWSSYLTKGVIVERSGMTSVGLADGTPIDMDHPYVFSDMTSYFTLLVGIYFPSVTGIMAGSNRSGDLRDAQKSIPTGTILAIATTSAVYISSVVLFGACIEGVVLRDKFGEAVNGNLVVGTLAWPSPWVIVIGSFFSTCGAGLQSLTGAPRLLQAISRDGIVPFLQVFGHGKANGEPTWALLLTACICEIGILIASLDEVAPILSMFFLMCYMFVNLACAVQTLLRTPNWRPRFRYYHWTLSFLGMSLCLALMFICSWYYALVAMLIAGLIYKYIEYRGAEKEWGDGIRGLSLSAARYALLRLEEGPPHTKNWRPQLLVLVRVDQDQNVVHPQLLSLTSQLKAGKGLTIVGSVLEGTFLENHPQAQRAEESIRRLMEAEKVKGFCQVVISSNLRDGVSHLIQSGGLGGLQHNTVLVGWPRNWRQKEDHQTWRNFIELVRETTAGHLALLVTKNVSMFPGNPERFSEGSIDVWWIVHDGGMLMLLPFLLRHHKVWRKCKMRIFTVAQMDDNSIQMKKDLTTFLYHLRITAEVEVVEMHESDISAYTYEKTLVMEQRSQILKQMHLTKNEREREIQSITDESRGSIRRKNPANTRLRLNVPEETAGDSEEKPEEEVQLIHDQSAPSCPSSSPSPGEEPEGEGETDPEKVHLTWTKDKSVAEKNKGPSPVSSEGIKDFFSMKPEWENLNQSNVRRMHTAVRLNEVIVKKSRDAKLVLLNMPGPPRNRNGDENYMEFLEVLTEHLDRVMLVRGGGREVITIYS
# TbHK1 inh = T. brucei hexokinase 1 inhibition | recombinant TbHK1, G6PDH-coupled NADH A340 | inhibition, % at 10 µM | actives 0.11% (n = 220,000);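 active means inhibition of 50% or more in the single-dose primary screen; inactive means inhibition below 50%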
# zfTRPN1 agonist = activates the zebrafish TRPN1 channel; AID 1424; HEK293 zebrafish TRPN1-YFP, Fluo-8 calcium fluorescence; 100% = response to 87 µM carbachol; actives 0.18% (n = 220,000); activation, % at 3 µM;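 active means activation above its plate's cutoff, the mean activation of test wells on that plate plus 3 SD, cut at about 19% in these data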;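 further: 0% = DMSO alone and 100% = 87 µM carbachol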
#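 System: zebrafish TRPN1-YFP in HEK293 cells / Dosing: 3 µM single point / Timing: dye loading 1 h at 37 °C, then 30 min room temperature / Signal: Fluo-8 calcium fluorescence, excitation 470-495 nm, emission 515-575 nm / Read-out basis: percent activation from peak over basal fluorescence ratio, control-normalized / Control set: high carbachol 87 µM, low DMSO alone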
# EBV gp42 block = inhibitors of Epstein-Barr virus glycoprotein 42; actives 0.42% (n = 220,000); inhibition, % (tested at 21.74 µM); AID 1085; Fluorescence polarization binding assay, mP read-out; in the data active means inhibition above about 50%
# Starred values were filed as active, the others as inactive; nt = not tested or not shown; [ ] = remark or other dose.
smiles	EBV gp42 block	TbHK1 inh	PPC-1+TRAIL kill	Furin inhibitor	zfTRPN1 agonist	Thrombin inh	m-calpain inh	TRPML3 agonist	KCC2 mod
CC1(c2nnc(-c3ccc(F)cc3)o2)CC(c2c(Cl)cccc2Cl)=NO1 (stereo not drawn)	-1	-10	14	-30	nt	0	-8	nt	0.23
CC(CN1CCCCC1)OC(=O)c1ccc2c(c1)OCO2 (stereo not drawn)	-12	2	10	-32[20 µM]	0.9	2	10	0.6	2.3
N#CC1=C(N)OC2=C(C(=O)CCC2)C1CCc1ccccc1 (stereo not drawn)	-8	-2	1	-14[20 µM]	-0.5	26	6	0.8	nt
C=CCn1c(SCC(=O)Nc2nccs2)nnc1-c1ccco1	-11	0	5	-8[20 µM]	0.7	3	11	0.0	0.3
Cn1c(=O)n(CCc2ccccc2)c(=O)c2c1nc1n2CCCN1Cc1ccccc1	-11	-5	19	-18	0.6	-1	24	0.9	0.034
Cc1cccn2c(=O)c(/C=C(\C#N)C(=O)NCc3ccco3)c(N3CCCC(C)C3)nc12 (stereo not drawn)	2	-11	31	-3	0.9	-6	3	0.5	-0.015
CCCc1cc(=O)[nH]c(SCC(=O)c2c(C)[nH]c3ccccc23)n1	-6	-9	14	-22	0.4	-1	12	0.6	-2
CC(C)NC(=O)Nc1cccs1	3	3	12	-16[20 µM]	1.0	-3	0	-0.1	-1.3
CC(=O)N1CC2([N+](=O)[O-])CN(C(C)=O)CC([N+](=O)[O-])(C1)C2(C)C	-9	-1	16	-17	1.2	nt	5	0.8	-0.59
O=C(COc1cccc2ccccc12)N1CCN(c2ccccc2)CC1	-18	-2	15	-3[20 µM]	-1.9	-3	-18	-0.2	nt
CC(C)(C)OC(=O)N1CCC(c2c(C(=O)O)cnn2-c2ccccc2Cl)CC1	-16	3	-20	-9	1.4	4	-45	0.3	nt
O=C(CSc1nnc(NCc2ccccc2)s1)NC1CCS(=O)(=O)C1 (stereo not drawn)	-6	-30	-13	-25	0.9	-3	-19	1.1	1
O=C(Nc1ccc2ccccc2n1)Nc1cccs1	-14	-16	2	-24	0.9	18	-22	0.5	-2
CCc1ccc(NC(=O)/C(C#N)=C/c2cc3ccc(C)cc3nc2N2CCOCC2)cc1	-58	2	20	-7	1.3	1	22	-0.4	0.31
CN(c1ccccc1)S(=O)(=O)c1ccc(C(=O)N2CCc3ccccc3C2)cc1	-8	-2	16	-10	7.9	1	26	2.1	-2
O=C(CCN1C(=O)c2cccc3cccc(c23)C1=O)N1CCN(c2ccccc2F)CC1	2	-13	-1	-3	0.8	1	-17	1.1	0.51
O=C1NC2(CCCCC2)C(=O)N1c1ccccc1	-24	-3	14	-3[20 µM]	0.3	-3	2	0.6	-0.48
Cc1ccccc1CSc1nnc([C@@H]2CCCN2)o1	-8	-9	0	-28	0.8	-2	-9	1.0	0.22
CCCCn1c(CCC(=O)O)ccc1-c1cccs1	-13	29	13	-11	1.0	-1	-84	0.8	-0.77
O=C(Nc1ccc2c(c1)OCO2)C1CCCN(c2nc3ccccc3s2)C1 (stereo not drawn)	-14	6	14	-35	2.8	9	4	-0.3	-1.8
O=[N+]([O-])c1cc(Oc2cccnc2)cc([N+](=O)[O-])c1	-9	-2	10	-3	1.5	-3	-4	0.7	0.27
Cc1cccc(OCCNc2ccc(C(F)(F)F)cc2[N+](=O)[O-])c1	-15	-4	-1	-17	0.1	-4	-3	0.6	-0.88
O=C(O)c1ccc(Nc2nc3c(s2)CCCC3)cc1	-16	0	16	-11	0.2	-2	6	0.6	0.08
CSCCC(NC(=O)C1CCC(C)CC1)C(=O)NCCN1CCOCC1 (stereo not drawn)	-22	5	2	-12	0.5	-3	0	-0.1	nt
Cc1cccc(NC(=S)NC2CC3CCCC(C2)N3Cc2cccs2)c1 (stereo not drawn)	1	5	-12	-6[20 µM]	-0.6	-3	-7	0.1	-0.041
CCCn1c(SCC(=O)N2CCN(c3ccc(OC)cc3)CC2)nc2c1c(=O)n(C)c(=O)n2C	-13	-5	12	-10	1.7	-3	7	0.7	nt
Cc1ccc(SC(C)C(=O)Nc2ncn[nH]2)cc1 (stereo not drawn)	1	4	14	-5[20 µM]	0.0	-10	-7	0.3	-1.1
O=C(c1ccco1)N1CCN(c2ncnc3c2[nH]c2ccc(Cl)cc23)CC1	-12	-8	26	-6	1.8	-1	-58	2.2	-1.7
Cc1cc(C(=O)OCC(=O)c2cccs2)c2ccccc2n1	-9	3	10	-6	-0.7	-9	24	-0.2	0.082
COc1ccc(CCNC(=O)CN2C(=O)c3ccccc3S2(=O)=O)cc1	-12	2	24	-7[20 µM]	0.1	-1	-9	0.3	-0.02
CC(C)COc1ccc(C(=O)N/C(=C\c2cccc([N+](=O)[O-])c2)C(=O)O)cc1	-7	6	-13	-12	0.5	-10	0	0.6	0.76
Cc1cccc(NC(=O)C2(c3ccccc3)CCOCC2)c1	2	9	8	-15	-0.5	-8	3	0.6	-0.56
CCn1c(SCC(=O)N2CCc3ccccc32)nnc1-c1c[nH]c2ccccc12	2	-1	0	-8[20 µM]	1.0	-8	36	0.3	-0.03
CC(C)c1ccc(S(=O)(=O)c2cc3cc(Br)ccc3oc2=O)cc1	-5	-4	-12	-18	0.7	-3	-4	1.1	-0.16
CN1CCN(Cc2c(O)ccc3occ(C(=O)c4ccccc4)c23)CC1	-6	-2	2	-3	-0.2	0	-11	0.0	nt
O=C(c1ccccc1)c1ccc(COC(=O)c2cnccn2)cc1	-2	-4	28	-10	3.7	3	3	2.1	-0.014
CC(CC1CC(C)(C)OC1=O)C(=O)Nc1nncs1 (stereo not drawn)	-14	-1	8	-15[20 µM]	-1.5	-2	-23	-0.1	nt
Cc1cc2ccccc2n2c(SCC(=O)N3CCc4ccccc4C3)nnc12	-20	4	24	-23[20 µM]	1.1	0	-6	1.3	-0.82
Cc1ccc(NC(=O)CSc2nnnn2C)cc1S(=O)(=O)N(C)C	-9	34	12	-8	-0.1	-8	-6	1.0	-0.51
CC1=Nc2ccccc2N=C(NC(=O)c2ccccc2)C1c1ccc(Cl)cc1 (stereo not drawn)	5	-11	16	-20	0.3	-4	-25	-0.6	0.35
CCOC(=O)c1[nH]c2ccccc2c1NC(=O)CC(C)C	-9	-8	7	-36	nt	-5	-23	nt	0.31
COc1ccccc1C(=O)NNC(=O)CCCN1C(=O)/C(=C/c2cccs2)SC1=S	-54	-1	-11	-12	-1.1	-16	19	0.9	1.1
COC(=O)c1cc(NS(=O)(=O)c2ccc(NC(C)=O)cc2)cc(C(=O)OC)c1	-11	2	24	-21[20 µM]	2.0	-5	-34	0.5	2.2
CN1CCN(C(=O)Cn2c(=O)oc3cc(S(=O)(=O)NCc4ccccc4)ccc32)CC1	-7	-4	9	-26	1.4	2	-6	-0.4	nt
CN(C)c1ccc2c(c1)Sc1cc(N(C)C)ccc1N2C(=O)c1ccccc1	4	-18	2	-15	-0.9	-5	-30	0.5	-0.86
CC(=O)c1c(C)[nH]c(C(=O)OCn2nnc3ccccc3c2=O)c1C	-6	-6	12	-21	1.5	-10	-16	-0.7	nt
Cc1cc(C)n2nc(CC#N)c(C#N)c2n1	-14	-1	-6	-27	0.4	-5	-140	0.6	0.43
Cc1cc2ccccc2n1CCNC(=O)Cc1cccc2ccccc12	12	-3	11	-35	-0.7	-12	-12	0.1	nt
O=c1c2[nH]c3ccc(F)cc3c2ncn1CCCN1CCOCC1	-8	-4	-6	-13	2.1	-4	-32	1.0	nt
Cc1cc2nc(Cl)c(Cl)nc2cc1C	-3	-19	8	-10	1.2	-5	-15	1.1	0.5

# (list continues)
smiles	EBV gp42 block	TbHK1 inh	PPC-1+TRAIL kill	Furin inhibitor	zfTRPN1 agonist	Thrombin inh	m-calpain inh	TRPML3 agonist	KCC2 mod
N#C/C(=C\c1ccc(N2CCCCC2)c([N+](=O)[O-])c1)c1nn(-c2ccccc2)c(N)c1C#N	12	7	28	-2	0.3	-6	-53	0.1	0.77
COc1ccccc1N(C)S(=O)(=O)c1ccc(C(=O)O)cc1	-9	4	34	-24	-0.9	3	5	0.1	-0.71
COC(=O)COc1ccc(/C=C2/NC(=O)N(CC(=O)OC)C2=O)cc1	-7	-68	4	-4	0.6	-5	-8	1.5	-0.19
CN(C)CCNC(NC(=O)c1cccs1)C(Cl)(Cl)Cl (stereo not drawn)	-6	2	12	-14	2.6	20	23	0.2	-0.67
C/C=C(\C)CN1CCN(c2cc(C)ccc2C)CC1	-25	5	8	-30	-1.4	4	-12	-1.0	nt
Oc1ccc(N=Nc2n[nH]c(-c3ccc(Cl)cc3)n2)cc1	6	-11	12	-6[20 µM]	-2.3	2	9	-1.4	-0.33
CC(=O)Nc1sc2c(c1C#N)CCCCC2	-30	-3	16	-26[20 µM]	-1.1	0	15	-0.1	6.1*
O=C(OCCCN=C1NS(=O)(=O)c2ccccc21)c1cccs1	-8	0	13	-17	1.1	-2	0	0.4	1.3
Cc1cc(OCCCC(=O)NCCN2C(=O)S/C(=C\c3cccnc3)C2=O)ccc1Cl	-26	19	4	2	1.0	2	-19	1.2	-0.63
CC1CC(C)CN(S(=O)(=O)c2cccc3cccnc23)C1 (stereo not drawn)	-20	1	32	-17	nt	-2	0	nt	-0.96
CCn1c2c(c(=N)c3c1CCC3)CCCC2	-11	-7	-8	-16	0.8	-5	4	0.9	-0.24
O=C(OCc1ccc(Cl)cc1Cl)c1ccncc1	3	2	12	-7[20 µM]	0.0	13	31	-1.2	-0.86
COc1ccc(CCNC(=O)COc2ccc(N(C)S(=O)(=O)c3ccc(C)cc3)cc2)cc1OC	1	-6	0	-6	3.8	4	32	5.2	-0.0094
CC(NC(=O)CCc1nnc(-c2ccc(-c3ccccc3)cc2)o1)c1nc2ccccc2[nH]1 (stereo not drawn)	-15	-6	12	-28	1.7	-6	-67	0.7	-2
O=C(NCCC1=CCCCC1)c1ccc(Cl)c([N+](=O)[O-])c1	-11	-4	-8	-7	-0.6	-5	13	-0.6	-0.43
CCOC(=O)Cn1nc(C)c(NC(=O)COc2ccc(OC)cc2)c1C	-12	-7	6	-24	3.8	-4	-21	1.1	4.4

# In the list so far, these contain fluorine.
smiles	EBV gp42 block	TbHK1 inh	PPC-1+TRAIL kill	Furin inhibitor	zfTRPN1 agonist	Thrombin inh	m-calpain inh	TRPML3 agonist	KCC2 mod
CC1(c2nnc(-c3ccc(F)cc3)o2)CC(c2c(Cl)cccc2Cl)=NO1 (stereo not drawn)	-1	-10	14	-30	nt	0	-8	nt	0.23
O=C(CCN1C(=O)c2cccc3cccc(c23)C1=O)N1CCN(c2ccccc2F)CC1	2	-13	-1	-3	0.8	1	-17	1.1	0.51
Cc1cccc(OCCNc2ccc(C(F)(F)F)cc2[N+](=O)[O-])c1	-15	-4	-1	-17	0.1	-4	-3	0.6	-0.88
O=c1c2[nH]c3ccc(F)cc3c2ncn1CCCN1CCOCC1	-8	-4	-6	-13	2.1	-4	-32	1.0	nt
